# Screening results (PubChem BioAssay)
# GAA850 FXN act – frataxin GAA850 promoter activation. AID 540364. activation, % at 6 µM. hit rate 0.56% among 360,000. HEK293 lucGAA850 FXN promoter luciferase reporter, 24 h; percent of 10 µM SAHA response;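 active = activation above the average of all compounds screened plus 3 SD, cutoff fixed separately per campaign, cut at about 7.5% in these data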;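 also: 0% = DMSO wells and 100% = 10 µM SAHA wells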
# ASAP1 inh – blocks human ASAP1-stimulated Arf1 GTP hydrolysis. Q9ULH1. GDP FP detection. inhibition, % at 16.5 µM. hit rate 0.19% among 360,000. AID 624377; in the data active = inhibition above about 25%;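 also: 0% = vehicle with enzyme and substrate and 100% = no enzyme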
# Target sequence (Q9ULH1 325-724 limits assumed): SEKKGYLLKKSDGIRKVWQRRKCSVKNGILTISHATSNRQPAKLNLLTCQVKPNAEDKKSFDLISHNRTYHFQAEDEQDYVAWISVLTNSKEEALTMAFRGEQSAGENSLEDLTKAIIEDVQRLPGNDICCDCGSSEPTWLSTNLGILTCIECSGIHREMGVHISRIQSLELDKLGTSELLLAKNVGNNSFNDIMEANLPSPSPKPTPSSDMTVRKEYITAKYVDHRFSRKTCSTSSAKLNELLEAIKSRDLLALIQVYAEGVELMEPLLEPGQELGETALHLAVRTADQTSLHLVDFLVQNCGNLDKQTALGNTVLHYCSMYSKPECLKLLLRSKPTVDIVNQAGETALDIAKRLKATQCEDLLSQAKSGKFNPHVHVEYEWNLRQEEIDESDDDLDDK
# GC-A act – GC-A (human) enzyme activation; P16066; HEK293 GC-A cells, cGMP TR-FRET, EC30 ANP; 0% at EC30 ANP, 100% saturating ANP; activation, % at 10 µM; hit rate 0.14% among 370,000; AID 1671463; in the data active = activation above about 40%
# rCAG binder – molecules binding r(CAG) RNA repeats; hit rate 1.3% among 370,000; inhibition, % at 3 µM; r(CAG) RNA repeat, TO-PRO-1 dye displacement fluorescence; AID 651821;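 active = inhibition above the plate cutoff, the mean of all test compounds on that plate plus 3 SD, cut at about 35% in these data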;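 also: 0% = DMSO alone and 100% = 100 µM mitoxantrone as full dye displacement; higher means more dye released from RNA so lower well fluorescence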
# ADAM10 inh – ADAM10 inhibition, QFRET primary screen; recombinant ADAM10, EDANS/DABCYL FRET peptide cleavage, 3 h; inhibition, % at 7 µM; AID 720582; O14672; hit rate 0.62% among 370,000;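 active = inhibition above a per-campaign cutoff equal to the mean of compounds falling between control-based bounds plus 3 SD, cut at about 20% in these data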;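 also: 0% = DMSO wells while the 100% control is not disclosed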
# GC-B act – GC-B (human) receptor activation. P20594. HEK293-GC-B cells, CNP EC30, cGMP TR-FRET; 0% at EC30 CNP, 100% saturating CNP. activation, % at 10 µM. hit rate 0.11% among 370,000;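 active = activation at 10 µM reaching about 35% in either raw or pattern-adjusted values, limit read from the data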
# Tn6 DDE FP – inhibitors of Tn6 peptide binding to human fibrin DD(E) | P02675 | Fibrin DD(E) TRITC-Tn6 fluorescence polarization displacement | AID 720509 | hit rate 0.21% among 370,000 | inhibition, % at 8.3 µM;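 active = inhibition above a per-campaign cutoff: mean of compounds within control limits plus 3 SD, cut at about 15% in these data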;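 also: 0% = median of all compound wells on the plate and 100% = blocking peptide control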
# Target sequence (P02675 whole entry, looked up): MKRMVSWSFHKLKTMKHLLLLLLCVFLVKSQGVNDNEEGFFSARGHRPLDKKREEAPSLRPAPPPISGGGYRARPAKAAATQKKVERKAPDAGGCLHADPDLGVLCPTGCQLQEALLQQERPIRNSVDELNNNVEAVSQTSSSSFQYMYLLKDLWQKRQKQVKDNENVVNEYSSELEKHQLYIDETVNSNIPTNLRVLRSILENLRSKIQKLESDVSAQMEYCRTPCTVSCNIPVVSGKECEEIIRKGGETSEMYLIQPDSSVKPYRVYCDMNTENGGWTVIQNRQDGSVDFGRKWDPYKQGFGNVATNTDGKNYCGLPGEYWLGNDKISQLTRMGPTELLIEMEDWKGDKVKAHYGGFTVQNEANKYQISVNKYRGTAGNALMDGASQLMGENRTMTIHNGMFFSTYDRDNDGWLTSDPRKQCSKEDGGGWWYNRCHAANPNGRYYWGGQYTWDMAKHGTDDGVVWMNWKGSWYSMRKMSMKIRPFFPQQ
# HGIII-sPLA2 inh – Inhibits HGIII-sPLA2 liposome hydrolysis, primary screen. hit rate 0.56% among 370,000. QFRET BODIPY PC-A2 liposome hydrolysis, fluorescence. Q9NZ20. inhibition, % at 12.2 µM;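 active = inhibition above mean plus 3 SD of compounds lying within the high and low control bounds, cut at about 19% in these data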;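 also: 0% = median of test compound wells and 100% = no enzyme DMSO wells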
# KLK7 zymogen act – proKLK7 (human) activation, primary screen; P49862; purified proKLK7, EDANS-DABCYL substrate fluorescence; 100% is mature enzyme control, 0% vehicle; activation, % at 7 µM; hit rate 0.9% among 370,000;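 active = activation above the mean of all tested compounds plus 3 SD, computed per campaign excluding outliers beyond control limits, cut at about 13% in these data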
# ARFGAP1 inhibitor – rat ARFGAP1 inhibition; Arfgap1-stimulated ARF1 GTP hydrolysis, GDP FP detection; inhibition, % at 16.5 µM; hit rate 0.26% among 360,000; AID 651572;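 active = inhibition above a per-plate limit, mean inhibition of low control wells plus 3 SD, cut at about 25% in these data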;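 also: 0% = DMSO wells with enzyme and 100% = wells lacking Arfgap1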
# Target sequence (Q62848 1-136 limits assumed): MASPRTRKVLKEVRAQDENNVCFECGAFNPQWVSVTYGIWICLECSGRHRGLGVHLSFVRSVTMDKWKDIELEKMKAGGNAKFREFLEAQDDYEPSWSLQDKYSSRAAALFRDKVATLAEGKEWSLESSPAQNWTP
#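 Assay system: Rat Arfgap1 GAP domain (His6, aa 1-136), purified enzyme | Buffer or medium: HEPES 25 mM pH 7.5, NaCl 150 mM, MgCl2, DTT | Schedule: GTP hydrolysis reaction 2 h at 25 °C | Signal: FP of antibody-bound GDP Alexa 633 tracer, ex 620/em 688 nm | Measure: Percent inhibition of Arfgap1-stimulated GTP hydrolysis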
# The depositor's hits bear a star; i = inactive; · = no result given.
Compound,rCAG binder,Tn6 DDE FP,GAA850 FXN act,KLK7 zymogen act,GC-A act,GC-B act,HGIII-sPLA2 inh,ADAM10 inh,ARFGAP1 inhibitor,ASAP1 inh
Cc1c(C(=O)O)oc2ccc(S(=O)(=O)N3CCCCC3C(=O)O)cc12 (stereo not drawn),-0.2,4.2,-0.1,0.2,3.9,-2.0,6.7,-11.1,-3.1,7.2
COc1ccc(C(C(=O)NC2CCCC2)n2c(CSCCOc3ccccc3)nc3ccccc32)cc1 (stereo not drawn),6.1,-7.3,·,-0.7,-10.0,-14.0,3.6,-5.2,4.7,-12.0
COc1ccc(C(=O)N2CCN(c3cccc(C)c3C)CC2)cc1S(=O)(=O)NC1CC1,-5.5,-1.8,2.1,-0.2,2.0,-1.9,-8.9,-7.0,0.3,-6.6
Cc1ccc(C(=O)NCC(=O)N2CCN(c3ncccn3)CC2)s1,-0.1,3.5,2.9,-0.1,-0.4,2.7,1.7,-9.4,-5.0,2.6
O=C(NC(=S)NN1CCCCC1c1cccnc1)c1ccc(Cl)cc1Cl (stereo not drawn),3.3,-6.0,1.5,-0.7,-3.9,-0.5,19.2,-8.8,-1.3,-3.4
CCn1c2ccccc2c2cc(NC(=O)C(C)OC(=O)c3ccc(NC(=O)CC#N)cc3)ccc21 (stereo not drawn),17.9,-1.8,0.3,-0.9,0.9,-2.1,-30.0,-12.7,1.9,14.1
CC(C)COn1c(=S)[nH]c2ccccc2c1=O,0.9,-2.6,-2.3,-0.5,-2.7,-5.3,8.4,0.6,-0.7,9.3
CN(CC(=O)NCCCN1CCOCC1)S(=O)(=O)c1ccc(F)cc1,-0.2,1.0,1.2,-0.2,3.3,0.9,-0.8,-5.5,3.1,-5.6
O=C1CCCC(O)=C1C=Nc1ccc(O)cc1,-0.7,4.1,-2.2,0.4,-3.0,-1.6,-0.5,5.3,8.4,-13.6
COc1cccc(NC(=S)Nc2cc(C(=O)O)ccc2N2CC3CC(C2)c2cccc(=O)n2C3)c1 (stereo not drawn),12.4,-9.8,1.6,-0.8,-1.3,-1.3,3.5,2.0,-5.7,-3.1
CCOC(=O)/C=c1\sc2n(c1=O)CCN=2,2.3,0.8,0.9,-1.1,3.0,1.7,3.8,-30.7,1.0,-3.5
CCC(C)OC(=O)C1C(c2ccccc2)C(C(=O)O)C1c1ccccc1 (stereo not drawn),6.0,9.0,-2.5,-0.3,1.5,0.2,1.4,-5.6,6.9,1.3
CN(Cc1ccc(F)cc1)C(=O)CNC(=O)c1cccs1,1.4,0.3,1.3,-0.2,1.6,2.4,-1.5,-3.2,4.1,-4.7
COc1ccc2sc(-c3ccc(N(C)C)cc3)c(C#CCCO)c2c1,15.0,-0.3,5.1,-169.7,1.1,-20.8,-12.4,i,7.1,19.9
CCCCCC/C(C=O)=C\c1ccccc1,-0.2,4.9,0.1,-0.4,0.6,-3.5,1.2,-6.4,-5.7,-6.5

# The list goes on, starting with the last two of the part before.
Compound,rCAG binder,Tn6 DDE FP,GAA850 FXN act,KLK7 zymogen act,GC-A act,GC-B act,HGIII-sPLA2 inh,ADAM10 inh,ARFGAP1 inhibitor,ASAP1 inh
COc1ccc2sc(-c3ccc(N(C)C)cc3)c(C#CCCO)c2c1,15.0,-0.3,5.1,-169.7,1.1,-20.8,-12.4,i,7.1,19.9
CCCCCC/C(C=O)=C\c1ccccc1,-0.2,4.9,0.1,-0.4,0.6,-3.5,1.2,-6.4,-5.7,-6.5
CC1C/C(=N/Nc2ccc([N+](=O)[O-])cc2[N+](=O)[O-])CC(C)(C)C1 (stereo not drawn),1.6,-3.3,-2.2,-0.8,1.7,0.1,2.2,-1.4,1.3,-7.4
CCSc1nnc(SCC(=O)NNC(=O)c2ccccc2F)s1,1.2,-0.4,0.9,-0.3,2.0,4.1,4.1,7.1,5.2,4.8
Cc1ccccc1N1CCN(C2CCCN(C(=O)c3noc4c3CCCC4)C2)CC1 (stereo not drawn),-9.2,1.5,2.0,0.3,-1.8,0.4,4.4,-0.3,-0.3,1.5
Cc1nnsc1C(=O)NNC(=O)Nc1ccccc1,-2.1,-3.1,4.0,-0.1,2.6,2.5,1.4,7.5,2.3,-17.1
COc1ccccc1CN=C1Nc2ccccc2CS1,-0.6,-0.1,1.8,-0.6,4.7,2.8,1.5,1.3,2.3,4.8
Cc1nn(C)c(C(=O)N/N=C/c2ccccc2)c1[N+](=O)[O-],9.2,5.6,0.0,0.1,-4.0,-4.1,6.1,11.9,-2.5,8.1
CC(CC(=O)Nc1cccc(S(=O)(=O)N2CCCCC2)c1)c1ccccc1 (stereo not drawn),0.7,0.9,-1.9,0.4,-2.7,-1.5,-21.8,2.5,16.5,-1.2
O=S(=O)(c1ccccc1)N1CCN(Cc2cccc(Br)c2)CC1,-4.0,0.6,1.7,0.1,1.4,1.8,-8.6,5.9,7.7,6.8
COc1ccc(CNC(=S)Nc2cc(C)ccc2C)cc1,0.1,3.3,-1.9,-0.5,-0.4,-13.0,10.5,1.6,-0.6,-2.4
Nc1ccn([C@@H]2O[C@H](C(=O)N3CCN(Cc4ccccn4)CC3)[C@@H](O)[C@H]2O)c(=O)n1,2.0,8.8,·,0.6,0.4,2.1,2.9,0.3,-0.7,-15.3
COc1ccc([C@H]2CC(=O)C=C(c3ccc(SC)cc3)C2)cc1,-3.3,3.8,2.5,-3.4,-2.2,-3.3,1.4,-16.0,3.7,-8.2
O=c1c(Cc2ccc(Cl)cc2Cl)c(O)ccn1Cc1ccc(Cl)cc1,11.7,5.3,0.3,0.3,1.0,3.3,-7.8,19.1,2.9,4.2
COc1ccc(CC(=O)NCc2ccccc2)cc1,-1.4,-1.5,-3.4,-0.1,-0.4,-0.4,3.2,5.1,-2.3,5.3
O=C(CSc1ncccn1)N1CCCCCC1,-1.0,-1.7,-0.2,0.5,3.7,-0.2,2.3,-5.3,12.5,6.2
Cc1ccc(S(=O)(=O)N2C[C@H]3C(=O)C[C@@H](c4ccccc4)N(S(=O)(=O)c4ccccc4)[C@H]3C[C@H]2c2ccccc2)cc1,11.1,5.4,·,-0.8,1.9,4.0,-8.5,-1.6,6.8,5.6
O=C(Cn1ncc2c(=O)oc3ccccc3c21)NCCc1ccsc1,2.5,-3.2,0.5,0.1,2.5,-1.1,-0.7,-1.9,3.0,-6.4
Cc1ccc(S(=O)(=O)N2CCC3(CC2)OCCN3S(=O)(=O)c2c(C)cc(C)cc2C)cc1,-4.9,10.0,2.5,0.4,-1.9,3.7,0.1,0.1,3.2,6.1
COC(=O)COC(=O)c1ccc(O)cc1,0.8,1.9,-2.3,0.2,-0.6,1.9,0.1,-4.3,5.1,-7.0
CCOC(=O)NC(=O)C(=CNc1cccc(C)c1)C(=O)NC(=O)OCC,2.1,-0.1,1.6,0.0,-1.5,-1.4,11.3,2.4,10.0,5.7
CCCCc1ccc(-c2csc(/C(C#N)=C\c3ccc(C)o3)n2)cc1,30.5,1.5,-0.4,-0.1,-2.2,1.9,3.3,-6.2,2.8,1.1
Cc1cc(C)nc(-n2nc(C)c3c(C(F)F)cc(C)nc32)n1,-2.2,3.8,-0.2,0.4,0.0,-5.0,-3.3,-4.2,-0.3,-1.9
CCn1cc(C(=O)NCCC(=O)NCCCO)c(=O)c2cc3c(cc21)OCO3,-0.8,-4.4,-0.5,0.2,0.0,4.3,17.0,-30.8,4.5,14.6
O=C(COc1ccccc1)N1CCN(c2ncnc3c2cnn3-c2ccccc2)CC1,3.4,3.2,-0.5,0.6,1.3,-3.7,1.5,4.0,13.6,2.2
CC(C(=O)Nc1ccc(C#N)cc1)N(C)Cc1cccs1 (stereo not drawn),-5.2,-1.6,-0.7,0.8,0.6,-1.4,3.2,-5.0,-14.8,-1.8
CC(=O)N1C[C@@H](CO)[C@@H](N(C)C(=O)/C=C/c2ccccc2)C[C@H]1c1ccccc1,1.3,-1.5,·,0.9,1.1,1.6,9.6,-13.8,-12.2,9.6
COc1ccc(C)cc1N(CC(=O)NCCSCc1cccc(Cl)c1)S(C)(=O)=O,-7.9,-4.7,-0.1,0.5,-5.0,-7.9,-13.1,-3.3,1.0,-5.6
CCCCn1c(N)c(N(CC(C)C)C(=O)c2ccc(Cl)c(S(=O)(=O)N3CCCC3)c2)c(=O)[nH]c1=O,2.7,3.1,2.8,0.4,0.6,2.4,-4.8,-8.1,10.9,-0.5
COc1cccc(NC(=O)Nc2nnc(COCCO)s2)c1,8.2,-4.0,0.9,-0.1,3.8,-4.4,15.5,-10.9,14.1,6.2
Fc1cccc(-c2cncc(N3CCN(CCN4CCCC4)CC3)n2)c1,1.3,-3.7,0.9,1.5,-2.7,2.9,-2.1,-85.1,-0.9,-6.2
COC(=O)c1cc2c(c3c4cc(F)ccc4n(S(=O)(=O)c4ccccc4)c13)C(=O)N(Cc1ccccc1)C2,12.0,-0.1,·,0.4,1.0,5.0,0.1,4.3,-3.6,3.2

# By substructure, those above with an aryl thioether with sulfur outside any ring
Compound,rCAG binder,Tn6 DDE FP,GAA850 FXN act,KLK7 zymogen act,GC-A act,GC-B act,HGIII-sPLA2 inh,ADAM10 inh,ARFGAP1 inhibitor,ASAP1 inh
CCSc1nnc(SCC(=O)NNC(=O)c2ccccc2F)s1,1.2,-0.4,0.9,-0.3,2.0,4.1,4.1,7.1,5.2,4.8
COc1ccc([C@H]2CC(=O)C=C(c3ccc(SC)cc3)C2)cc1,-3.3,3.8,2.5,-3.4,-2.2,-3.3,1.4,-16.0,3.7,-8.2
O=C(CSc1ncccn1)N1CCCCCC1,-1.0,-1.7,-0.2,0.5,3.7,-0.2,2.3,-5.3,12.5,6.2

# The list continues.
Compound,rCAG binder,Tn6 DDE FP,GAA850 FXN act,KLK7 zymogen act,GC-A act,GC-B act,HGIII-sPLA2 inh,ADAM10 inh,ARFGAP1 inhibitor,ASAP1 inh
COc1cc(OC)cc(-c2cc3nc4c(c(N5CCN(c6ncccn6)CC5)n3n2)CCCC4)c1,3.1,0.6,3.5,-4.3,3.4,1.1,-1.9,-20.9,10.7,-9.7
CCN1C(=O)CSC1=Nc1ccccc1Cl,-1.1,-3.4,1.2,-0.7,2.4,0.5,13.4,-5.3,-7.8,-0.4
O=C(O)[C@]1(S(=O)(=O)c2ccccc2)C[C@@H]2ON=C(c3cccc(Br)c3)[C@@H]2C1,7.5,-6.6,-0.1,-0.1,3.2,2.2,-6.8,0.3,-7.2,-3.9
O=C(Nc1ccccc1OC(F)F)c1oc2ccccc2c1COc1ccccc1,-1.7,-3.8,4.2,-0.6,-6.1,-3.5,24.7*,3.1,-5.5,6.7
O=C1C=C(c2ccc(C(=O)O)cc2)C[C@@H](c2ccc3c(c2)OCO3)C1,18.3,-11.7,1.8,-0.5,0.9,7.3,0.2,-16.5,-8.4,12.6
CC(C)(C)NC(=O)NC(=O)CN1c2cccc3cccc(c23)S1(=O)=O,-1.3,2.0,0.4,0.6,-4.8,5.2,-6.3,-104.1,4.3,-6.3
CN(C)c1nc(NCc2ccccc2)nc(Oc2ccc(=O)[nH]n2)n1,-1.9,-2.5,-3.8,0.0,0.6,4.7,1.3,5.1,-0.5,-2.5
